# Assay outcomes deposited in PubChem BioAssay by several laboratories.
# TNF death inh: TNF-alpha cell death inhibition in Jurkat FADD-/- cells; Jurkat FADD-/- TNF necroptosis rescue, ATP luminescence, 24 h; 0 = TNF only, 100 = no-TNF cells; activation (protection from cell death), % at 10 µM; actives 0.068% (n = 220,000); AID 463075;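 active = activation, meaning protection from cell death, of at least 50% relative to plate controls; inactive = activation below 50%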;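 also: necroptosis triggered by 40 ng/mL TNF-alpha added together with compound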
# Runt-SMMHC FRET: blocks binding of human RUNX1 Runt domain to CBFb-SMMHC; Q01196+Q13951; Cerulean-Runt/Venus-CBFb-SMMHC FRET ratio 530/480, 1 h; inhibition, % at 20 µM; actives 0.74% (n = 220,000);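 active = mean inhibition across duplicate retests at 20 µM reaching about 50%, limit read from the data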;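 also: 0% = DMSO wells and 100% = wells with excess untagged CBFb-SMMHC; inhibitors lower the FRET ratio by blocking Runt binding to CBFb-SMMHC; some results filed as inactive read as strong as hits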
# TRPML3 ag: agonists of human TRPML3 channel. activation, % at 3 µM. HEK293 TRPML3-YFP, Fluo-8 calcium fluorescence; 100% = the carbachol control signal. Q8TDD5. actives 0.29% (n = 220,000);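 active = activation above its plate's cutoff, the mean activation of the plate's test wells plus 3 SD, cut at about 12% in these data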;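 also: 0% = DMSO only wells and 100% = carbachol wells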
# Target sequence (Q8TDD5 whole entry, looked up): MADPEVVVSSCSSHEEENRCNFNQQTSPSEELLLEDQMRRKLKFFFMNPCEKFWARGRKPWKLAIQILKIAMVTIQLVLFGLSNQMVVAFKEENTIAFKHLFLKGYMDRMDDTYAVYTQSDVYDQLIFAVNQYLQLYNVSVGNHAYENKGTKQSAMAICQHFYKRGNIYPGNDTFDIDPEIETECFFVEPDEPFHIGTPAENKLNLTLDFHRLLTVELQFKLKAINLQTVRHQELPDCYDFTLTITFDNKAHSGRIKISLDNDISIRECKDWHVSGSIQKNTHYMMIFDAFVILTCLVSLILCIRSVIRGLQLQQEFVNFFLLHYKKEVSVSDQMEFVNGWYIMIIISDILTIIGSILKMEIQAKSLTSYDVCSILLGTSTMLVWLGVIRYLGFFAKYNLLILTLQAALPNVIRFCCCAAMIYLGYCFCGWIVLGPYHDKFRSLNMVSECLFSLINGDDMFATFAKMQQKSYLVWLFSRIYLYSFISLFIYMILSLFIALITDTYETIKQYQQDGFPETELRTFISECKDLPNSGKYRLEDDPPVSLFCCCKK
#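 Test system – HEK293 line with stable expression of human TRPML3-YFP channel · Control set – carbachol 87 µM final as high control (100%), DMSO as low control (0%) · Signal – Fluo-8 calcium dye fluorescence, ex 470-495, em 515-575 nm · Incubation – 1-h 37 °C dye load, 5-s basal, 120-s post-compound reads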
# MDM2 E3 inh: inhibitors of human Mdm2 E3 ubiquitin ligase. signal enhancement, % at 5 µM. actives 0.11% (n = 210,000). cell-based MDM2 ubiquitination luciferase reporter, 2 h; 0 = plate control, 100 = twice control, blank-subtracted;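 active = signal enhancement of 30% or more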;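 also: luminescence tracks abundance of the self-degrading MDM2-luciferase fusion protein; higher signal means inhibition of MDM2 E3 ligase activity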
#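 Test system: mammalian cells stably expressing self-ubiquitinating, self-degrading MDM2 E3–luciferase fusion; Amount: 2000 cells in each well; Medium: DMEM; Schedule: 4 h settle plus 2 h compound, 37 °C; Technique: SteadyLite luciferase luminescence after 15 min room-temperature reagent incubation; Benchmarks: plate control and blank wells.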
# p47phox inh: inhibitors of human p47phox binding; P14598; p47phox/p22phox peptide binding, fluorescence polarization, 2 h; inhibition, % at 24.7 µM; actives 0.53% (n = 220,000); AID 1274;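 active = inhibition above about 30%, limit read from the data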;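 also: 0% = p47phox with labelled peptide and 100% = labelled peptide alone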
# Target sequence (P14598 whole entry, looked up): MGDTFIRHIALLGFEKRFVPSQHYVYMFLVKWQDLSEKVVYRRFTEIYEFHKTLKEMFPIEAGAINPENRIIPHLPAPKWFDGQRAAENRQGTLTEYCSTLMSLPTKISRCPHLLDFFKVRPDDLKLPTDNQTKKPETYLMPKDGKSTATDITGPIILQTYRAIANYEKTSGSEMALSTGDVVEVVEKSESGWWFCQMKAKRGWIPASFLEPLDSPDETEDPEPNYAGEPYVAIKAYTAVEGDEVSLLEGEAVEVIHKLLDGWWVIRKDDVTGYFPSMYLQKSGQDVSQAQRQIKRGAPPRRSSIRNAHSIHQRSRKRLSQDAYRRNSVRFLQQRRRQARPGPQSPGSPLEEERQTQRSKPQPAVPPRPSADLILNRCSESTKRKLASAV
# TRPN1 ag: agonists of zebrafish TRPN1 channel; actives 0.18% (n = 220,000); activation, % at 3 µM; HEK293 zebrafish TRPN1-YFP, Fluo-8 calcium fluorescence; 100% = response to 87 µM carbachol; AID 1424;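 active = activation above its plate's cutoff, the mean activation of test wells on that plate plus 3 SD, cut at about 19% in these data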;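 also: 0% = DMSO alone and 100% = 87 µM carbachol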
#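 Material – zebrafish TRPN1-YFP in HEK293 cells · Doses – 3 µM single point · Schedule – dye 1 h 37 °C plus 30 min RT · Signal – Fluo-8 calcium fluorescence, excitation 470-495 nm, emission 515-575 nm · Read-out – % activation versus carbachol response · Control set – carbachol high, DMSO low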
# PPC-1+TRAIL kill: PPC-1 cancer cell killing with TRAIL present; PPC-1 cells + TRAIL, ATPLite viability luminescence; cell killing (% activity), % at 4 µM; actives 0.41% (n = 220,000); AID 1443;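 active = cell killing above 50% in the first pass at 4 µM, then a duplicate retest at 5 µM averaging 50% or more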;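 also: plate controls were cells with TRAIL plus DMSO for no effect and medium-only wells lacking cells for full effect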
# CHOP inh: CHOP inhibition in unfolded protein response | CHO-K1 CHOP-promoter luciferase, tunicamycin-induced, 15-18 h | inhibition, % at 10 µM | actives 3.8% (n = 220,000);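 active = compounds that reduced the stress-induced luciferase reporter signal by more than about 70% of percent inhibition, limit read from the data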;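 also: 0% = tunicamycin plus vehicle and 100% = wells without tunicamycin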
# EBV gp42 block: blocks Epstein-Barr virus glycoprotein 42 binding. Q1HVG2. Fluorescence polarization binding assay, mP read-out. inhibition, % (tested at 21.74 µM). actives 0.42% (n = 220,000). AID 1085; in the data active = inhibition above about 50%
# * = called active by the depositor; x = no result given.
SMILES,TNF death inh,Runt-SMMHC FRET,TRPML3 ag,MDM2 E3 inh,p47phox inh,TRPN1 ag,PPC-1+TRAIL kill,CHOP inh,EBV gp42 block
O=C1NCCCN1Cc1ccc(F)cc1,0.8,-3.0,1.2,-6.1,-15.7,2.2,10.1,52.6,-13.8
Cc1ccccc1OCC(=O)Nc1sc2c(c1C#N)CCC2,-0.9,-5.8,2.2,-9.2,-19.4,-0.1,4.4,53.4,-8.8
Cc1cc(C)c(OCCN2C(=O)NC(C)(C)C2=O)c(Cl)c1,-0.6,-1.0,-0.3,-12.8,0.2,-0.6,16.5,9.2,4.2
CC(C)OC(=O)CSc1nnc(Cc2ccccc2)n1CC1CCCO1 (configuration not stated),0.3,3.7,0.5,-7.5,-34.5,2.4,5.1,9.9,-4.4
COc1ccc(NC(=O)C2CCCN2S(=O)(=O)c2ccc3c(c2)CCC(=O)N3)cc1 (configuration not stated),0.7,-3.0,0.0,-19.6,12.0,-0.2,32.3,15.8,-10.7
COc1ccccc1CC(=O)NNC(=O)c1cccs1,0.5,3.4,0.8,-2.4,-4.9,1.6,0.5,6.7,-21.1
C#CCn1c(S(=O)(=O)Cc2ccccc2Cl)nc(-c2ccccc2)c1-c1ccccc1,-9.1,3.4,0.0,-5.2,4.4,0.9,-6.1,80.4*,-14.1
CCCOc1ccc(C2C3=C(Nc4nc(N)[nH]c(=O)c42)c2ccccc2C3=O)cc1 (configuration not stated),1.0,3.5,0.1,x,-8.5,0.5,32.4,5.2,-15.6
COc1ccccc1NC(=S)NNC(=O)c1c(Cl)c(C)nn1C,-2.8,-3.5,0.0,2.0,-2.2,-0.1,9.4,-33.4,-1.0
COc1ccccc1C(=O)NCc1n[nH]c(=S)n1Cc1ccccc1,1.6,4.1,1.6,-21.5,3.3,0.0,17.8,0.5,9.3
CC(C)CC(=O)CC1(O)C(=O)Nc2ccccc21 (configuration not stated),1.0,-3.3,1.0,-4.2,-8.0,1.3,-5.5,6.1,-8.0
Clc1ccc2c(N/N=C/c3cccnc3)ccnc2c1,1.8,-1.5,0.2,-17.1,-16.1,0.4,9.8,-0.7,-8.4
O=C(CSc1nnc(-c2ccccc2Br)o1)N1CCN(C(=O)c2ccco2)CC1,-1.0,-6.5,0.1,-10.4,7.8,-0.3,3.6,-8.5,-12.4
CC(=O)NC(NC(=S)N1CCCCCC1)C(Cl)(Cl)Cl (configuration not stated),0.4,3.9,0.2,x,-0.4,0.9,-8.6,2.1,-10.1
CN(Cc1nc(CC2CC2)no1)CC12CC3CC(CC(C3)C1)C2,-0.6,-2.8,0.8,-11.4,0.7,0.2,15.2,51.0,-13.0
CS(=O)(=O)N1CCC(C(=O)Nc2ccc(F)cc2F)CC1,2.1,-2.2,-0.3,-5.5,-10.7,0.9,7.6,10.9,-9.0
Cc1nc2ccc(NC(=O)c3cccc(C(F)(F)F)c3)cc2o1,-2.8,1.0,-0.2,-2.7,6.5,-0.7,3.4,0.8,8.1
CCCCCc1cc(=O)oc2c(C(CCN(CC)CC)c3cc(OC)c(OC)c(OC)c3)c(OC)cc(OC)c12 (configuration not stated),-25.2,1.8,x,5.5,-10.5,x,12.7,70.9*,-4.8
O=C(N/N=C/C1CC=CCC1)c1cc(-c2cccnc2)nc2ccccc12 (configuration not stated),-0.1,-2.9,0.3,-9.0,-9.8,1.2,10.7,-1.8,-11.8
Nc1nnc(CCS(=O)(=O)c2ccc(Cl)cc2)s1,-0.4,-2.5,1.1,-16.3,-6.1,-0.3,8.6,1.8,-11.0
CC(C)(C)c1ccc(-c2nnc(NC(=O)c3ccccc3)s2)cc1,-0.8,1.4,-0.6,-22.3,-20.6,0.8,4.5,5.7,-19.6
CCNc1nc(NCC)nc(C(=O)Nc2ccccc2)n1,-2.5,3.0,-0.1,7.5,-61.2,0.5,1.7,-4.5,-11.7
CN(C)NC1CCS(=O)(=O)C1 (configuration not stated),-0.9,-3.8,0.2,-3.5,-5.2,0.4,13.8,-10.6,-11.9
Cc1nc2nc(SCC(=O)NCCN3CCOCC3)nn2c(C)c1Cc1ccccc1,-1.3,4.3,-0.2,-17.6,-5.8,0.1,14.9,10.6,-22.9
CN(C)/C=C(/C(=O)c1ccc(Cl)cc1)S(=O)(=O)c1ccccc1,-1.5,-8.0,0.5,-1.0,-0.7,-0.8,16.7,14.2,-13.1

# Taken from the entries so far (4 entries):
SMILES,TNF death inh,Runt-SMMHC FRET,TRPML3 ag,MDM2 E3 inh,p47phox inh,TRPN1 ag,PPC-1+TRAIL kill,CHOP inh,EBV gp42 block
O=C1NCCCN1Cc1ccc(F)cc1,0.8,-3.0,1.2,-6.1,-15.7,2.2,10.1,52.6,-13.8
Cc1ccccc1OCC(=O)Nc1sc2c(c1C#N)CCC2,-0.9,-5.8,2.2,-9.2,-19.4,-0.1,4.4,53.4,-8.8
Cc1cc(C)c(OCCN2C(=O)NC(C)(C)C2=O)c(Cl)c1,-0.6,-1.0,-0.3,-12.8,0.2,-0.6,16.5,9.2,4.2
CC(C)OC(=O)CSc1nnc(Cc2ccccc2)n1CC1CCCO1 (configuration not stated),0.3,3.7,0.5,-7.5,-34.5,2.4,5.1,9.9,-4.4

# The list continues.
SMILES,TNF death inh,Runt-SMMHC FRET,TRPML3 ag,MDM2 E3 inh,p47phox inh,TRPN1 ag,PPC-1+TRAIL kill,CHOP inh,EBV gp42 block
O=C1CC(c2ccco2)Cc2nc(NCC3CCCO3)ncc21 (configuration not stated),-2.9,5.9,0.1,-13.9,-10.3,0.3,-1.2,81.7*,-4.9
Cc1nc(CS(=O)c2ccc(Cl)cc2)cc(N2CCOCC2)n1 (configuration not stated),-2.0,-5.6,0.9,26.4,-7.9,2.6,7.4,14.4,-9.5
O=C(N/N=C/c1ccc(-c2cccc(C(F)(F)F)c2)o1)c1cccc(F)c1,-10.4,-1.6,-0.6,-4.2,-14.9,-0.7,-12.4,25.8,-4.6
CC1=C(C(=O)OCC2CCCO2)C(c2coc3ccccc3c2=O)C2=C(CCCC2=O)N1 (configuration not stated),0.2,-111.5,0.3,6.2,-14.7,0.2,-22.2,11.3,4.4
CC(C)=N/N=C(\N)SCc1ccccc1,1.6,0.1,0.6,x,-7.9,0.3,24.9,-15.3,-2.1
O=C(CNC(=S)NC(=O)c1ccc(Br)o1)c1ccccc1,3.6,-5.9,-0.2,-2.6,1.6,-0.6,11.2,-30.1,-16.5
C=CCSc1nccc(=O)[nH]1,-0.1,-1.3,0.2,-1.8,-4.5,1.7,12.3,36.0,0.0
CCOC(=O)CC(=O)N/N=C/c1c(N)n(C)c(=O)n(C)c1=O,0.4,-5.3,0.9,-13.4,14.6,0.1,x,16.6,0.5
COc1ccc(N2CCN(C(c3cccs3)c3nnnn3C3CCCC3)CC2)cc1 (configuration not stated),1.9,-0.8,0.8,-0.5,-8.1,1.0,1.1,13.4,-11.7
Cc1ccc(O)c(NC(=S)NC(=O)/C=C/c2ccco2)c1,-8.8,-17.6,0.2,-15.7,-9.9,-2.2,10.6,-4.5,1.4
Cc1c(C(=O)NCc2cccnc2)oc2ccc(S(=O)(=O)N3CCCCC3)cc12,-3.5,-6.4,1.2,-4.4,-2.4,1.8,27.0,25.6,-16.4
CC1CN(C(=O)c2ccc3c(c2)OCO3)OC(c2ccccc2)O1 (configuration not stated),-0.6,2.1,0.6,-10.3,-12.7,0.8,-3.5,26.6,7.7
O=[N+]([O-])c1ccc(Nc2ccc(Cl)cc2)nc1,81.1*,-11.7,0.3,-3.8,-9.4,-1.4,5.5,23.3,-8.8
CC(C)c1ccc(N2C(=O)CC(Sc3nc4ccccc4o3)C2=O)cc1 (configuration not stated),-20.6,23.0,-0.8,-4.7,-40.2,0.1,21.4,35.1,-8.6
CCCCCCCN(C(=O)CCl)c1ccccc1C,-4.3,-1.4,0.8,-13.7,-3.5,-0.9,18.0,21.6,2.5
CSC1=N/C(=C/c2cccnc2)C(=O)N1Cc1ccccc1,0.9,0.4,-0.5,2.5,-11.9,-1.4,3.2,12.5,-6.3
O=C(NCCc1c[nH]c2ccccc12)/C(=C\c1cccnc1)NC(=O)c1ccco1,-0.3,3.2,0.2,6.8,1.5,-0.3,15.8,-7.5,-12.3
Cc1ccccc1-c1nn(-c2ccc(F)cc2F)cc1CNC1CC1,0.2,4.2,-0.2,0.5,-5.1,-0.7,2.4,22.3,1.9
CCCCNC(=O)C(=O)NCc1ccncc1,4.7,-4.4,1.3,-8.9,-8.8,0.7,-2.3,4.6,-19.2
Cc1c(CN(C)C)c2c(n1Cc1ccccc1)C(=O)c1ccc(Br)cc1-2,-3.1,-0.9,1.0,-8.7,-22.4,-0.9,20.6,68.7,-11.6
CCCC(=O)NC(c1ccccc1OC)c1ccc2cccnc2c1O (configuration not stated),-13.7,3.4,-0.7,-12.6,3.3,-0.5,44.3,62.3,-6.2
COc1c(/C=N/Nc2nc(N3CCCCC3)nc(N3CCCCC3)n2)cccc1[N+](=O)[O-],-2.5,-2.4,0.3,5.8,-3.4,-0.1,16.8,-13.0,-10.0
CC(=O)c1cc(O)c2ccccc2c1O,-16.0,-29.6,0.5,-12.0,12.6,1.9,10.0,8.4,-24.2
CCN(CC)c1ccc(/C=N/NC(=O)Nc2nonc2N)cc1,2.1,-8.0,-0.1,-11.2,2.0,-1.0,10.2,6.7,-5.9
c1ccc(Cn2ccnc2-c2ccco2)cc1,1.0,2.3,0.9,9.6,-7.9,0.4,13.2,-14.9,-1.7
# The listing continues.
SMILES,TNF death inh,Runt-SMMHC FRET,TRPML3 ag,MDM2 E3 inh,p47phox inh,TRPN1 ag,PPC-1+TRAIL kill,CHOP inh,EBV gp42 block
CN(c1ccc(OCC(=O)OCC(=O)c2c(N)n(C)c(=O)n(C)c2=O)cc1)S(=O)(=O)c1ccc2ccccc2c1,0.0,-0.1,1.4,-3.4,-20.4,3.0,17.7,12.4,-14.4
NNC(=O)c1ccc(CN2C(=O)c3cccc4cccc2c34)cc1,1.4,-22.6,0.6,-10.9,1.4,0.3,-0.9,21.0,1.6
Cc1cc(C(=O)NNS(=O)(=O)c2cccc(Cl)c2)nn1C(C)(C)C,1.1,-0.6,0.8,-11.2,-11.4,-0.8,6.6,-5.7,-10.1
COc1ccc(C2C=C(c3ccc(F)cc3)NC(=S)N2)cc1OC (configuration not stated),-4.0,2.3,1.2,-4.2,-5.9,-0.3,10.2,11.8,-15.6
CN(C(=O)c1cnc(N2CCN(c3ncccn3)CC2)c2ccccc12)c1ccc(Cl)cc1,-5.0,-3.9,0.8,2.9,-13.7,-1.0,20.8,40.5,-3.8
CN(C)c1ccc(/C=C(/C(=O)c2ccc(Cl)cc2Cl)n2cncn2)cc1,-4.4,-291.5,11.6*,7.4,-47.4,15.1,15.8,0.1,-177.4
